Dynein cargo inh: dynein cargo transport inhibition | 3617.4 mouse cells, GR-EGFP nuclear translocation imaging; test concentration mostly 20 µM; stimulated with dexamethasone, 1 µM; hits give low values | z-score, hits read low | AID 1381 | hit rate 0.47% among 220,000;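 active = plate z-score of nuclear minus cytoplasmic receptor signal below a set negative limit, without overly bright fluorescence or cell loss, cut at about -3.5 in these data, passing the limit was not always enough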;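 also: z-score of nuclear minus cytoplasmic ring GR-EGFP intensity difference per well; some compounds called inactive have numbers as strong as hits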
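Buffer or medium: tet-free, stripped-serum medium; Also added: dexamethasone, 1.0 µM final; Technique: high-content fluorescence imaging after fixation; Times: 48 h induction, 1 h compound, 30 min dex at 37 °C; Read-out: per-cell GR-EGFP intensity, nucleus versus surrounding cytoplasmic ring, well-averaged.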
Lipid droplet: modulators of hepatic lipid droplet formation; inhibition, % at 6.5 µM; hit rate 0.4% among 240,000; AML12 mouse hepatocytes, oleate lipid droplets, BODIPY imaging;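 active = lipid droplet intensity inhibited by at least 50%, with more than 500 cells counted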
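Assay system: AML12 hepatocytes (mouse) / Also added: 100 µM oleic acid challenge / Times: overnight treatment with compound plus oleate / Detection: high-content imaging of BODIPY-stained droplets and DAPI nuclei / Evaluation: % inhibition of lipid droplet signal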
T cell modulator: modulates CD8 T cell binding to vesicles. 2C CD8+ T cell-vesicle binding, flow cytometry; hits give low values. calls only at 7 µM. hit rate 0.068% among 330,000;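 active = response, share of CD8 T cells binding vesicles, and their 90th percentile fluorescence all below set limits, cut at about 80% in these data, passing the limit was not always enough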
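Read-out – percent CD8+ FL2 mean versus row control · System – murine 2C transgenic CD8+ T lymphocytes · Times – 1.5 h cell–vesicle binding at 37 °C, then 20 min icy labelling · Control set – naked vesicles low, QL9 vesicles with vehicle high · Detection – cytometric PE anti-B7-1 and Alexa647 anti-CD8 signals after 1% paraformaldehyde fixation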
Myeloid diff MLP: compounds promoting myeloid differentiation. ER-HoxA9 myeloid progenitors, lysozyme-GFP differentiation, flow cytometry. calls only at 10 µM. hit rate 1% among 360,000;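 active = normalized GFP-positive differentiation at or above the plate's own cutoff, the solvent-only control mean plus 3 SD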;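 also: cells exposed to compound for four days before flow analysis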
Insulin prom up: MIN6 insulin promoter up-regulation. MIN6 insulin promoter-GFP reporter, high-content imaging; hits give high values. z-score at 5 µM. hit rate 0.3% among 190,000. AID 1625;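 active = z-score above 3 at 5 µM with at least 500 cells counted in the well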
MT stabilizer: microtubule stabilization, imaging screen; HeLa tubulin immunostaining HCS, 24 h; share of cells brighter than vehicle mean+2SD; % tubulin-high responders, % at 10 µM; hit rate 0.83% among 200,000;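 active = plate Z-score above 3 for both tubulin-high and condensed-nucleus cell shares, with cell loss under 80%, at 10 µM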;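 also: anti alpha tubulin signal scored within the nucleus-defined area of each cell; some results filed as inactive read as strong as hits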
human PMI inhibition: MPI enzyme activity inhibition – biochemical, fluorescence intensity, coupled assay, primary screen (AID 1209); purified PMI enzyme, coupled fluorescence intensity; higher % means a stronger effect; one-dose inhibition, % at 20 µM; IC50 in µM for titrated hits; hit rate 0.42% among 190,000; in the data active = inhibition above about 50%;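 also: plate controls were DMSO vehicle for no effect and wells lacking substrate for full effect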
bCat nuc transl: beta-catenin nuclear translocation modulation; AID 1665; HeLa beta-catenin nuclear translocation, immunofluorescence imaging; nuclear translocation activity, % at 5 µM; hit rate 0.3% among 190,000;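 active = nuclear translocation activity above 50% at 5 µM, with a well cell count of 50 or more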;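 also: per-cell ratio of nuclear to cytoplasmic median beta-catenin stain intensity; plate controls were DMSO negative control for no effect and GSK-3 inhibitor IX positive control for full effect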
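System: HeLa cells, endogenous beta-catenin; compound dosing: 5 µM primary single dose, 0.1% DMSO, 0.02–20 µM confirmation series; incubation: 24 h compound exposure at 37°C, 5% CO2; signal: beta-catenin immunofluorescence imaging with DAPI; evaluation: % activation, nuclear-to-cytoplasmic median beta-catenin signal ratio per cell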
TNAP activators: human TNAP enzyme activators, primary screen, biochemical, luminescent, no phosphate acceptor, uHTS (AID 1001); hit rate 0.03% among 200,000; purified TNAP, luminescent activation assay, no phosphate acceptor; higher activation fold means a stronger effect; activation fold at 20 µM; hits with a dose series show EC50 in µM; in the data active = activation fold from about 3, or a potency from the dose series; inactive = the rest, 99 in 100 with activation fold below about 1.6; also: many of its hits are not listed in these tables
Dynein cargo inh cytoplasmic EGFP: recorded beside Dynein cargo inh, whose call it bears; z-score; measured here: cytoplasmic GR-EGFP intensity; hits give high values
Dynein cargo inh nuclear GR-EGFP: recorded beside Dynein cargo inh, whose call it bears; z-score; measured here: nuclear GR-EGFP intensity;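 lower value marks the stronger effect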
Dynein cargo inh cell count: further read-out of Dynein cargo inh, marked with its call; z-score; measured here: cell count per field
Insulin prom up cell count: recorded beside Insulin prom up, whose call it bears; cell count; measured here: cytotoxicity, nuclei count;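 total cells summed across four imaged fields per well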
Lipid droplet cells 6.5 µM: also measured in Lipid droplet; calls as there; cell count; measured here: cell count, cytotoxicity flag;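 cells counted across two imaged fields per well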
bCat nuc transl cell count 5 µM: also measured in bCat nuc transl; calls as there; cell count; measured here: cell count, cytotoxicity flag
T cell modulator vesicle-bound %: second read-out of T cell modulator, no call of its own (marks repeat the call); double positive events, %; measured here: CD8+ vesicle-bound cell fraction;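 binding gate set so that unloaded-vesicle control wells show 10% double positive cells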
MT stabilizer Hoechst-high %: recorded beside MT stabilizer, whose call it bears; % Hoechst-high responders; measured here: nuclear condensation Hoechst responders;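 share of cells brighter than vehicle mean plus two SD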
MT stabilizer cytotoxicity %: also measured in MT stabilizer; calls as there; toxicity, %; measured here: cytotoxicity by cell density;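 0% = mean cell density of plate MIN control wells and 100% = no cells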
Myeloid diff MLP GFP+ MAC1+ %: recorded beside Myeloid diff MLP, whose call it bears; GFP+ MAC1+ double positive, %; measured here: differentiation confirmed by MAC1 staining
The depositor's hits bear a star; i = inactive; · = not tested or not shown. Rows are unselected. Share with any hit: about 3%.

SMILES	Dynein cargo inh	Dynein cargo inh cytoplasmic EGFP	Dynein cargo inh nuclear GR-EGFP	Dynein cargo inh cell count	Lipid droplet	Lipid droplet cells 6.5 µM	T cell modulator	T cell modulator vesicle-bound %	Myeloid diff MLP	Myeloid diff MLP GFP+ MAC1+ %	Insulin prom up	Insulin prom up cell count	MT stabilizer	MT stabilizer Hoechst-high %	MT stabilizer cytotoxicity %	human PMI inhibition	bCat nuc transl	bCat nuc transl cell count 5 µM	TNAP activators
CC1(C)CC(=O)C(N=Nc2c(F)cccc2F)=C(O)C1	-0.575	-0.172	-0.509	0.811	8.6	713	i	22.7	i	1.3	-1.51	1472	·	·	·	·	-1.9	1204	·
COCc1cc(C)n(CC(=O)N2CCCC2)c(=O)c1C#N	-0.748	-0.278	-0.379	0.684	-0.2	659	i	59.3	i	0.1	0.81	1454	2.1	1.9	7.0	-12.0%	-2.0	969	1
COc1ccc(Cl)cc1N(CC(=O)Nc1cccc(SC)c1)S(C)(=O)=O	0.132	-0.256	0.377	0.691	-7.0	831	i	33.9	i	1.0	·	·	2.4	1.4	7.4	16.3%	-6.0	912	1
Cc1ccc(S(=O)(=O)NNC(=O)C(=O)NNS(=O)(=O)c2ccc(C)cc2)cc1	2.01	-0.324	0.654	-1.32	17.8	687	i	45.3	i	0.3	-0.65	1354	2.4	1.5	12.5	-1.2%	0.3	1073	0.9
COc1ccc(Nc2nc(N)nc(CCl)n2)cc1	-1.35	-0.158	-0.586	0.524	9.3	669	i	52.6	i	0.6	-0.72	1290	·	·	·	·	0.5	1004	·
O=C(COC(=O)CCNS(=O)(=O)c1ccc(Cl)cc1)NCc1ccco1	-0.295	-0.284	-0.228	-0.518	·	·	i	34.4	i	1.1	0.84	1524	3.6	2.9	13.5	7.9%	-1.7	820	1.1
Cc1occc1-c1nnc(SCC(=O)NC(C)(C)C)n1CC(C)C	0.368	-0.294	0.356	-0.42	3.7	694	i	54.9	i	0.2	0.26	1652	2.9	2.6	3.2	·	-0.5	1552	1.1
COc1cccc(C(C#N)N2CCOCC2)c1 (stereo not drawn)	2.41	-0.262	0.804	-0.889	-4.4	755	i	51.9	i	0.8	0.21	725	2.6	1.6	10.7	2.1%	·	·	1.1
O=C(/C=C/c1ccccc1)Nc1ccc(N2CCCCC2)cc1	2.34	-0.132	1.51	-2.08	-4.9	604	i	7.1	i	0.4	-0.19	1221	2.5	2.8	12.6	-14.0%	-1.2	968	1.1
Cc1ccc(N2CSC3=C(C#N)C(c4cccs4)CC(=O)N3C2)cc1 (stereo not drawn)	-0.431	0.235	-0.155	0.173	·	·	i	16.1	i	4.1	-0.12	894	1.8	3.4	5.8	-33.6%	·	·	1.1
CCc1ccc2[nH]c(=O)c(CN(CCO)C(=O)NCc3ccccc3)cc2c1	·	·	·	·	10.0	760	i	50.5	·	·	-0.28	858	·	·	·	7.3%	-3.9	1155	1
COc1ccc(OC)c(S(=O)(=O)N2Cc3ccccc3CC2C(=O)Nc2nccs2)c1 (stereo not drawn)	-0.467	-0.228	0.0365	-0.0627	-3.9	759	i	5.6	i	0.5	-0.8	1144	2.4	2.2	32.9	24.6%	-0.7	1123	1.1

3 compounds already listed, arranged by molecular weight, smallest number first:
SMILES	Dynein cargo inh	Dynein cargo inh cytoplasmic EGFP	Dynein cargo inh nuclear GR-EGFP	Dynein cargo inh cell count	Lipid droplet	Lipid droplet cells 6.5 µM	T cell modulator	T cell modulator vesicle-bound %	Myeloid diff MLP	Myeloid diff MLP GFP+ MAC1+ %	Insulin prom up	Insulin prom up cell count	MT stabilizer	MT stabilizer Hoechst-high %	MT stabilizer cytotoxicity %	human PMI inhibition	bCat nuc transl	bCat nuc transl cell count 5 µM	TNAP activators
COc1cccc(C(C#N)N2CCOCC2)c1 (stereo not drawn)	2.41	-0.262	0.804	-0.889	-4.4	755	i	51.9	i	0.8	0.21	725	2.6	1.6	10.7	2.1%	·	·	1.1
CC1(C)CC(=O)C(N=Nc2c(F)cccc2F)=C(O)C1	-0.575	-0.172	-0.509	0.811	8.6	713	i	22.7	i	1.3	-1.51	1472	·	·	·	·	-1.9	1204	·
CCc1ccc2[nH]c(=O)c(CN(CCO)C(=O)NCc3ccccc3)cc2c1	·	·	·	·	10.0	760	i	50.5	·	·	-0.28	858	·	·	·	7.3%	-3.9	1155	1

The results go on.
SMILES	Dynein cargo inh	Dynein cargo inh cytoplasmic EGFP	Dynein cargo inh nuclear GR-EGFP	Dynein cargo inh cell count	Lipid droplet	Lipid droplet cells 6.5 µM	T cell modulator	T cell modulator vesicle-bound %	Myeloid diff MLP	Myeloid diff MLP GFP+ MAC1+ %	Insulin prom up	Insulin prom up cell count	MT stabilizer	MT stabilizer Hoechst-high %	MT stabilizer cytotoxicity %	human PMI inhibition	bCat nuc transl	bCat nuc transl cell count 5 µM	TNAP activators
O=C(COc1ccc2ccccc2c1)Nc1ccncc1	0.472	-0.261	0.498	0.0175	3.0	721	i	37.7	i	0.2	-0.34	1429	2.6	0.9	0.8	3.7%	1.0	1030	1.1
CC(C)NCC(O)c1ccc(NS(C)(=O)=O)cc1 (stereo not drawn)	·	·	·	·	5.2	682	i	17.1	i	3.6	0.22	1466	·	·	·	4.2%	-0.5	1095	1
COc1ccc(NC(=O)CSc2nc(O)cc(=O)n2-c2ccccc2OC)cc1	-0.226	-0.186	-0.161	0.1	·	·	i	4.1	i	5.9	0.49	1128	2.3	2.2	9.7	9.5%	-1.9	973	1.1
Cc1ccc(S(=O)(=O)NCc2ccc(C(=O)N3CCCC3)cc2)cc1	-0.253	-0.0539	0.416	0.876	30.0	765	i	15.8	i	0.3	0.29	1204	5.9	1.4	12.2	-4.0%	-0.3	523	1
O=C1CCC(=O)N1CC(O)COc1ccccc1 (stereo not drawn)	1.6	-0.131	0.596	-1.05	15.1	417	i	42.9	i	0.5	-0.01	1345	·	·	·	·	9.0	951	·
CCN1CCCC1CNC(=O)CCc1nc(-c2ccc(C)cc2)no1 (stereo not drawn)	0.199	-0.171	0.0751	0.574	·	·	i	47.2	i	0.5	0.56	1271	4.3	1.6	5.1	-4.8%	-5.5	993	1.1
CCCCNC(=O)OC(C)CNC(=O)OC (stereo not drawn)	1.11	0.752	0.54	-1.84	12.0	740	i	46.2	i	0.8	·	·	49.7	7.4	65.7	-2.1%	·	·	1.1
O=C(CN1c2ccccc2Sc2ccccc21)NNC(=S)Nc1ccc(Cl)cc1	-1.23	-0.244	-0.193	1.1	-0.9	659	i	38.2	i	0.7	-0.68	974	·	·	·	·	-0.6	1327	·
Cc1cc(=O)oc2cc(OC(C)C)ccc12	-0.591	-0.185	0.035	-0.164	·	·	i	47.7	i	1.4	0.45	1037	3.6	1.1	6.6	-6.2%	-0.6	1171	1.1
COc1ccc2c(C(=O)CN3CCN(CCO)CC3)c[nH]c2c1	1	0.163	1	-0.517	·	·	i	20.9	i	7.2	0.48	1122	7.8	3.4	4.1	4.8%	0.1	700	1.1
O=C(C[n+]1cc(-c2ccc(Cl)cc2)n2c1CCC2)Nc1nc(-c2ccccc2)cs1	-0.424	-0.228	-0.0892	0.389	-1.3	740	i	18.6	i	0.9	-0.27	1158	·	·	·	·	0.6	1345	·
CCOc1ccc(CN(C)CC(=O)NNC(=O)c2ccc(Cl)cc2)cc1OC	0.0366	-0.12	0.138	0.593	-0.2	688	i	49.3	i	0.7	1	1413	4.2	1.7	2.6	15.1%	-0.5	1026	1.6

Part of the list above, limited to Dynein cargo inh, MT stabilizer and Dynein cargo inh nuclear GR-EGFP.
Structure | Dynein cargo inh | MT stabilizer | Dynein cargo inh nuclear GR-EGFP
CCN1CCCC1CNC(=O)CCc1nc(-c2ccc(C)cc2)no1 (stereo not drawn) | 0.199 | 4.3 | 0.0751
CCCCNC(=O)OC(C)CNC(=O)OC (stereo not drawn) | 1.11 | 49.7 | 0.54
O=C(CN1c2ccccc2Sc2ccccc21)NNC(=S)Nc1ccc(Cl)cc1 | -1.23 | · | -0.193

Of the compounds above, these have a furan ring, fused or not.
SMILES	Dynein cargo inh	Dynein cargo inh cytoplasmic EGFP	Dynein cargo inh nuclear GR-EGFP	Dynein cargo inh cell count	Lipid droplet	Lipid droplet cells 6.5 µM	T cell modulator	T cell modulator vesicle-bound %	Myeloid diff MLP	Myeloid diff MLP GFP+ MAC1+ %	Insulin prom up	Insulin prom up cell count	MT stabilizer	MT stabilizer Hoechst-high %	MT stabilizer cytotoxicity %	human PMI inhibition	bCat nuc transl	bCat nuc transl cell count 5 µM	TNAP activators
O=C(COC(=O)CCNS(=O)(=O)c1ccc(Cl)cc1)NCc1ccco1	-0.295	-0.284	-0.228	-0.518	·	·	i	34.4	i	1.1	0.84	1524	3.6	2.9	13.5	7.9%	-1.7	820	1.1
Cc1occc1-c1nnc(SCC(=O)NC(C)(C)C)n1CC(C)C	0.368	-0.294	0.356	-0.42	3.7	694	i	54.9	i	0.2	0.26	1652	2.9	2.6	3.2	·	-0.5	1552	1.1

Source: PubChem BioAssay
